Assay outcomes as filed in PubChem.
aSyn yeast rescue: rescues yeast growth from alpha-synuclein toxicity; S. cerevisiae alpha-synuclein toxicity rescue, BacTiter-Glo growth, 24 h; Potency, µM (titrated, usually from 46.1 µM), for the others: top-dose growth rescue (activation), actives largely listed as activators; hit rate 0.02% among 94,000; AID 1347070; active = well fitted activation curve with a large enough effect; inconclusive = small, poorly fitted or top-dose-only effect; also: 0% is about no effect
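Growth restoration measured by BacTiter-Glo luminescence after 24 hr at 30 deg C; alpha-synuclein yeast, raffinose-pregrown to mid-log, were added at OD600=0.02 in galactose medium onto pinned compounds.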
* hit, by the source's call; ? = inconclusive; & = joins results of further samples; [ ] = dose if it differs, or a comment. Potency is read from the fitted curve at half-maximal effect. This is a subset. The share of hits here may be higher or lower than overall.

No.	compound	aSyn yeast rescue
1	COc1ccc(C)cc1Nc1c2c(nc3ccccc13)CCC2	0%&-7%
2	Brc1ccc(-c2nc3ccccn3c2Nc2ccc3c(c2)OCCO3)o1	-29%
3	O=C(CSCc1cc(=O)c2ccccc2[nH]1)Nc1cccc(C(F)(F)F)c1	-4%
4	COc1ccc(CNC(=O)C2=C(C)C(=O)OC23CCCCC3)cc1OC	-7%
5	COc1cccc(N2CCN(C(=O)c3ccc(Cl)c(S(=O)(=O)N4CCCCCC4)c3)CC2)c1	-1%
6	CSc1nnc(CNS(=O)(=O)c2ccc(F)cc2)n1C	-4%
7	Cc1nc(CCNC(=O)Cc2ccc(F)cc2)cs1	-1%
8	O=C(CCCN1C(=O)c2cccc3cccc(c23)C1=O)NCc1cccs1	0%
9	NC(=O)C1CCN(C2=C(NS(=O)(=O)c3ccccc3)C(=O)c3ccccc3C2=O)CC1	-18%
10	Cc1ccc(NC(=O)C2CCCN(C(=O)c3cnn(-c4ccccc4)c3-n3cccc3)C2)cc1 (stereo not given)	0%
11	CCN(CC)CCCSc1nc2ccccc2s1	-1%
12	Cc1noc(C)c1S(=O)(=O)N(C)C[C@H]1OCc2cn(nn2)CCCC(=O)N([C@H](C)CO)C[C@@H]1C	5%
13	CC(=O)N1CCC(N(CCN2CCOCC2)C(=S)Nc2cc(C)cc(C)c2)CC1	5%
14	Cc1cc(O)c(C(C)C)cc1N=Nc1ccccc1C(=O)O	-10%
15	CCCN1CCN(CC2=C(C(=O)OCC)C(c3cccc(OC)c3OC)NC(=O)N2)CC1 (stereo not given)	4%

Among those listed so far, these contain fluorine.
No.	compound	aSyn yeast rescue
3	O=C(CSCc1cc(=O)c2ccccc2[nH]1)Nc1cccc(C(F)(F)F)c1	-4%
6	CSc1nnc(CNS(=O)(=O)c2ccc(F)cc2)n1C	-4%
7	Cc1nc(CCNC(=O)Cc2ccc(F)cc2)cs1	-1%

Remaining list, next part
No.	compound	aSyn yeast rescue
16	CCCC1CC(CSc2ncn[nH]2)OC1=O (stereo not given)	7%
17	CCc1ccc(S(=O)(=O)c2nnn3c2nc(Nc2ccc(NC(C)=O)cc2)c2sccc23)cc1	6%
18	O=C(Nc1ccc(N2CCN(c3ccc(F)cc3)CC2)c(C(=O)O)c1)c1ccccc1F	-3%
19	COc1ccc(CC(=O)NCCS(=O)(=O)N2CCN(c3ccccc3)CC2)cc1	9%
20	CCCCCCn1c(=O)n2n(c1=O)[C@@H]1CN(S(=O)(=O)c3ccc(C)cc3)C[C@]1(O)[C@@H](OC(=O)NCC1CCCCC1)C2	3%
21	Cc1nc(C(Cl)(Cl)Cl)nc2[nH]ccc(=O)c12	1%
22	COc1ccc(CNC(=O)CC(c2ccc(OC)c(OC)c2)N2Cc3ccccc3C2=O)cc1 (stereo not given)	-12%
23	CCN(CC)CCCN(Cc1cc2cc(OC)ccc2[nH]c1=O)C(=O)Nc1ccccc1	-1%
24	Cc1cc(C)cc(NC(=O)CSc2nc3c(c(=O)[nH]2)CN(Cc2ccc(F)cc2)CC3)c1	2%
25	CCOC(=O)c1cnc2ccc(OCC)cc2c1Nc1cc(Cl)c(OC)cc1OC	-7%
26	Cc1cc(C)c2c(=O)[nH]c(SCC(=O)Nc3ccc(Br)cc3)nc2n1	-9%
27	CCn1c(Oc2ccc(F)cc2F)nc2c1c(=O)n(C)c(=O)n2C	4%
28	COc1ccc(CC(=O)O/N=C(\N)c2ccccn2)cc1	-9%
29	COc1ccc(Cl)cc1NC(=O)c1c(NCc2sccc2C)sc2c1CCCC2	-51%[inhibitor]
30	Cc1ccc(S(=O)(=O)N2CCC(=O)c3ccccc32)cc1	3%
31	CCC1CN(C(=O)NCc2ccccc2)c2cc(Cl)ccc2O1 (stereo not given)	2%
32	CCC1CCCCN1C(=O)CN1C(=O)c2ccccc2S1(=O)=O (stereo not given)	-2%
33	O=C(Cn1ccnc1[N+](=O)[O-])N(CCO)CCO	-8%
34	Cc1ccc(OCC(=O)NCCCNC(=O)c2ccco2)cc1C	-2%
35	COc1ccc(C(C(=O)NCc2ccc(F)cc2)N(Cc2cccnc2)C(=O)c2snc(C(N)=O)c2N)cc1 (stereo not given)	-5%
36	CCc1ccc(-n2nc(C)c3c(C(=O)NCCc4ccc(OC)c(OC)c4)cc(C)nc32)cc1	7%
37	N#CCCN(CCC#N)S(=O)(=O)c1ccc(C(=O)Nc2nc(-c3ccccc3)c(C(=O)c3ccccc3)s2)cc1	-6%
38	CC(Oc1ccc(Br)cc1)C(=O)Nc1ccncc1 (stereo not given)	12%
39	Cc1ncc([N+](=O)[O-])n1CC(=O)Nc1ccccc1Cl	-1%
40	COCCNC(=O)CCn1nc(-c2ccc(C)cc2)c2ccccc2c1=O	-3%
41	COc1ccc(NS(=O)(=O)c2ccc3nc(-c4ccccc4)[nH]c3c2)cc1	3%
42	Cc1nc(N2CCCC2)ncc1C(=O)N1CCN(c2ccc(Cl)cc2)CC1	0%
43	Cc1[nH]nc2c(=S)[nH]c(=O)[nH]c12	-1%
44	CC1CCN(S(=O)(=O)c2ccc(N3CCCCS3(=O)=O)cc2)CC1	-1%
45	CCOc1ccc(NC(=O)C(=O)c2cc(C)n(-c3cc(C)cc(C)c3)c2C)cc1	-8%
46	CC1CCC(NC(=O)c2cccc(S(=O)(=O)N3CCN(c4ccccc4)CC3)c2)CC1 (stereo not given)	6%
47	O=C(Cc1ccc(NC(=O)N2CCSc3ncccc32)cc1)NCCc1ccccc1	-11%
48	CCOC(=O)C1CCN(C(=O)Cn2ncc3c([nH]c4ccc(C)cc43)c2=O)CC1	11%
49	Cc1ccc2c(CC(=O)Nc3c(C(=O)Nc4cccc(Cl)c4)oc4ccccc34)coc2c1C	4%
50	COCCn1c(CN(C)Cc2ccccc2)nc2c1c(=O)n(C)c(=O)n2C	0%
51	O=C(COc1ccc(Cl)cc1)Nc1cc(-c2ccccc2)no1	0%
52	COCCNC(=O)c1cc2c(s1)-c1ccc(Cl)cc1SC2	-6%
53	CCOC(=O)C(Cc1ccccc1)NC(=O)CCc1c(C)nc2c(c(C)nn2-c2ccc(C)c(C)c2)c1C (stereo not given)	10%
54	CN(C)S(=O)(=O)c1cccc(-c2cn3cccnc3n2)c1	4%
55	O=C(CNC(=O)c1cccnc1)N/N=C/c1cc(Br)c(O)c(Br)c1	-4%
56	CCOC(=O)N1CCC(N2CCCC(C(=O)c3cccc(OC(C)C)c3)C2)CC1 (stereo not given)	9%
57	Cc1cccc2c(C(=O)O)cc(-c3cccnc3)nc12	8%
58	CC(CC(=O)Nc1ccc(Br)cc1F)S(=O)(=O)c1ccc2c(c1)NC(=O)CO2 (stereo not given)	-1%
59	COc1ccc(OC)c(/C=C2\SC(=S)N(NS(=O)(=O)c3ccc(C)cc3)C2=O)c1	-4%
60	CC1=C(c2ccc(C)c(C)c2)S(=O)(=O)N=C1N1CCC(C(=O)Nc2cccc(F)c2)CC1	1%

Exported field by field: part of the list above.
#51 O=C(COc1ccc(Cl)cc1)Nc1cc(-c2ccccc2)no1
  aSyn yeast rescue: 0%
#55 O=C(CNC(=O)c1cccnc1)N/N=C/c1cc(Br)c(O)c(Br)c1
  aSyn yeast rescue: -4%
#59 COc1ccc(OC)c(/C=C2\SC(=S)N(NS(=O)(=O)c3ccc(C)cc3)C2=O)c1
  aSyn yeast rescue: -4%
#49 Cc1ccc2c(CC(=O)Nc3c(C(=O)Nc4cccc(Cl)c4)oc4ccccc34)coc2c1C
  aSyn yeast rescue: 4%

(list continues)
No.	compound	aSyn yeast rescue
61	COc1ccc2cc3cc(C(=O)NCc4ccc(C)cc4)oc3nc2c1	-4%
62	COc1ccc(CNC(=O)c2cccc3c2C(=O)N(CC2CCCO2)C3)cc1 (stereo not given)	3%
63	COc1ccc(OCc2nnc(SCC(=O)N3CCCCC3)o2)cc1	5%
64	CCC(C)N(C(=O)CSc1nnc(C)n1C)C1CCS(=O)(=O)C1 (stereo not given)	-2%
65	CC(=O)c1ccc(NC(=O)C2CCN(S(=O)(=O)c3c(C)noc3/C=C/c3ccc(C)cc3)CC2)cc1	-3%
66	COc1ccc(NS(=O)(=O)c2cccc(NC(=O)CNC(C)=O)c2)cc1	14%
67	O=C(CCl)NC1(C(F)(F)F)C(=O)Nc2c1c(=O)[nH]c(=O)n2-c1ccccc1 (stereo not given)	0%
68	Cn1c(SCC(N)=O)nc2c([nH]c3ccccc32)c1=O	-7%
69	COc1ccc(CCNC(=O)CSC2=NS(=O)(=O)c3ccccc3N2)cc1OC	0%
70	COc1ccc(N2CCN(C(CNC(=O)c3ccc(OC)c(OC)c3)c3cccnc3)CC2)cc1 (stereo not given)	5%
71	Cn1c(=O)c(=O)n(C)c2cc(N3CCCC3)c(NC(=O)c3ccccc3F)cc21	-2%
72	COc1ccc(C2CC2/C(=N/O)c2ccccc2)cc1 (stereo not given)	1%
73	CCn1cc(C(=O)N2CCN(c3ccccc3)CC2)c(=O)c2cc(S(=O)(=O)N3CCCC3)ccc21	-4%
74	CCCCNc1nc2c(c(=O)n(C)c(=O)n2C)n1CC(O)COc1ccccc1C (stereo not given)	5%
75	O=C(Nc1ccc(Cl)c(Cl)c1)c1ccc(Cl)c(Cl)c1	-3%
76	CC(=O)c1sc(N2C(=O)c3oc4ccccc4c(=O)c3C2c2ccc(C)cc2)nc1C (stereo not given)	-6%
77	O=C(Nc1cc(Cl)ccc1N1CCOCC1)c1ccc(N2CCCC2=O)cc1	-22%
78	O=C(CSc1ccc(-c2ccncc2)nn1)c1ccc(Cl)cc1	-3%
79	COc1cccc(NC(=O)C(c2ccccc2)N2CCCCC2)c1 (stereo not given)	-5%
80	COCc1nc2oc3ccc(C)cc3c(=O)c2cc1C(=O)OC	7%
81	CCc1ccc(OCC(=O)N(Cc2ccc(Cl)cc2)C2CCS(=O)(=O)C2)cc1 (stereo not given)	18%
82	Cc1ccc(N2CCN(S(=O)(=O)c3ccc4oc(=O)c5ncn(C)c5c4c3)CC2)c(C)c1	-7%
83	COc1ccc(CCNC(=O)CCCCn2c(=O)c3ccccc3n(Cc3ccc(F)cc3Cl)c2=O)cc1OC	-1%
84	CCC1(C)Cc2nc3[nH]c(=S)n(-c4ccccc4C)c(=O)c3cc2CO1 (stereo not given)	2%
85	CCOC(=O)c1ccc(NC(=O)c2cc3c(n(-c4ccc(C)cc4)c2=O)CC(C)(C)CC3=O)cc1	-10%
86	CCOc1ccccc1NC(=O)C(=O)c1cc(C)n(-c2ccc(F)cc2)c1C	-7%
87	CCN(Cc1ccccc1)C(=O)c1sc2nc3n(c(=O)c2c1C)CCCC3	5%
88	COc1ccc(OC)c(CN2C(=O)c3ccccc3C2C(=O)NCC2CCCO2)c1 (stereo not given)	11%
89	CC(C)C(C)NC(=O)Cn1cnc2c(oc3ccccc32)c1=O (stereo not given)	-1%
90	O=C(Nc1ccc(F)cc1)c1nc(SCc2ccccc2F)ncc1Cl	-11%
91	NS(=O)(=O)c1ccc(O)c(NC(=O)c2ccc([N+](=O)[O-])o2)c1	-1%
92	Cc1cccc(N(C(=O)CS(=O)CC(=O)Nc2ccc3c(c2)OCO3)C(C)C(=O)NC2CCCC2)c1C (stereo not given)	2%
93	COc1ccc(CNC(=O)CSc2nnc(C)c3c(C)n(-c4ccccc4)nc23)c(OC)c1	-5%
94	O=C(COc1ccc(F)cc1)NCCCn1ccnc1	-3%
95	Cc1ccc2oc3c(c(=O)c2c1)C(c1ccc(O)cc1)N(c1nc(C)c(C)s1)C3=O (stereo not given)	-13%
96	COc1ccc(C(=O)NC2CCCc3ccccc32)cc1S(=O)(=O)N1CCOCC1 (stereo not given)	11%
97	O=C(NCCc1ccccc1)C(=O)NCC(c1cccnc1)N1CCN(c2ccccc2F)CC1 (stereo not given)	-18%
98	COc1cc(C(=O)NCC(c2ccc(N(C)C)cc2)N2CCCC2)cc(OC)c1OC (stereo not given)	-1%
99	COc1ccc(CC(=O)n2[nH]c(=O)c3ccccc3c2=O)cc1OC	14%
100	O=C(/C=C/c1cccnc1)c1ccc(O)cc1	4%
101	COc1cc(C(=O)N2CCN(CCc3ccncc3)CC2)cc(OC)c1OC	0%
102	CCN(C(=O)CSc1nc2ccccc2nc1Cc1cccc(OC)c1)c1cccc(C)c1	0%
103	CC(C)(C)c1ccc(Cn2nnc3c(=O)[nH]c(C4CCCN(C(=O)c5cccs5)C4)nc32)cc1 (stereo not given)	-1%
104	Cc1cccc(N2CCN(C(=O)Cn3ncc4c3-c3ccccc3OC4)CC2)c1C	?
105	COc1ccc(C(=S)N2CCCCC2)cc1Br	-15%
106	O=C(NCC(c1ccco1)N1CCN(c2ccc(F)cc2)CC1)c1cccs1 (stereo not given)	10%
107	O=C1CCC(c2ccccc2)=NN1Cc1c(F)cccc1Cl	2%
108	C[C@H](NC(=O)c1ncn2c1C(=O)NC[C@@H]2C)C(=O)OC(C)(C)C	-1%
109	CCOC(=O)c1cnc2nc(NCc3cccc(Br)c3)[nH]n2c1=O	-2%
110	COc1ccc(S(=O)(=O)N(C)C[C@H]2OCc3cnnn3CCCC(=O)N([C@H](C)CO)C[C@@H]2C)cc1	-7%
111	Cc1coc2c(C)c3oc(=O)c(CCC(=O)NCCc4ccccc4F)c(C)c3cc12	5%
112	Cc1ccc(S(=O)(=O)N2C[C@H]3n4c(=O)ccc(=O)n4C[C@H](OC(=O)NCc4ccccc4F)[C@@]3(O)C2)cc1	4%
113	COC(=O)c1cc2oc3ccccc3c2n1CC(=O)Nc1ccc(OC)c(OC)c1OC	-5%
114	Cc1ccc(N(C)C(=O)c2cc(S(=O)(=O)N3CCCC3)cn2C)cc1	-5%
